Screening data from PubChem BioAssay.
TWEAK Fn14 block = TWEAK-Fn14 signaling inhibition. TWEAK-stimulated Fn14 reporter cells, luciferase luminescence, 8 h. inhibition, % at 10 µM. 360,000 tested, 2% active; in the data active = inhibition above about 50%
LRH-1 inv ag = inverse agonists of human LRH-1 (NR5A2). O00482. HEK293T StAR-luciferase reporter, LRH-1 transfected, 24 h. inhibition, % at 3.6 µM. 360,000 tested, 0.13% active. AID 602396;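 active = inhibition above the mean inhibition of all tested compounds plus 3 SD, cut at about 73% in these data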;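 note: 0% = DMSO wells and 100% = reporter-only cells lacking LRH-1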
SRC1 inh = inhibits human SRC1 coactivator | Q15788 | HEK293 GAL4-SRC1 luciferase reporter, luminescence | inhibition, % at 3.6 µM | 360,000 tested, 0.12% active;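 active = inhibition above the campaign mean plus 3 SD, with each screening campaign given its own cutoff, cut at about 60% in these data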;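 note: 0% = DMSO treated cells and 100% = gossypol at 36 µM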
TLR9-MyD88 inh = inhibitors of human TLR9-MyD88 binding; Q9NR96+Q99836; CHO BLA complementation TLR9-MyD88, CCF4 FRET ratio; inhibition, % at 4.98 µM; 340,000 tested, 0.21% active; AID 504734;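 active = inhibition above the mean over all tested compounds plus 3 SD, cut at about 21% in these data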;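 note: 0% = DMSO only wells and 100% = clavulanate BLA inhibitor control wells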
Target sequence (Q99836 whole entry, looked up): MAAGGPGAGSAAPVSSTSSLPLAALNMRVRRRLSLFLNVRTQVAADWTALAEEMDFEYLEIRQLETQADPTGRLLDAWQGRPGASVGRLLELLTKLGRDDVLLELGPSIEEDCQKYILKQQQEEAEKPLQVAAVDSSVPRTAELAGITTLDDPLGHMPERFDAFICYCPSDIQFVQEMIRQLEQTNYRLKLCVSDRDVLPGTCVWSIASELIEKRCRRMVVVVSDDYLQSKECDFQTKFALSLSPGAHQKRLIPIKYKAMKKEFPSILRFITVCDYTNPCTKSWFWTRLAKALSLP
Target sequence (Q9NR96 whole entry, looked up): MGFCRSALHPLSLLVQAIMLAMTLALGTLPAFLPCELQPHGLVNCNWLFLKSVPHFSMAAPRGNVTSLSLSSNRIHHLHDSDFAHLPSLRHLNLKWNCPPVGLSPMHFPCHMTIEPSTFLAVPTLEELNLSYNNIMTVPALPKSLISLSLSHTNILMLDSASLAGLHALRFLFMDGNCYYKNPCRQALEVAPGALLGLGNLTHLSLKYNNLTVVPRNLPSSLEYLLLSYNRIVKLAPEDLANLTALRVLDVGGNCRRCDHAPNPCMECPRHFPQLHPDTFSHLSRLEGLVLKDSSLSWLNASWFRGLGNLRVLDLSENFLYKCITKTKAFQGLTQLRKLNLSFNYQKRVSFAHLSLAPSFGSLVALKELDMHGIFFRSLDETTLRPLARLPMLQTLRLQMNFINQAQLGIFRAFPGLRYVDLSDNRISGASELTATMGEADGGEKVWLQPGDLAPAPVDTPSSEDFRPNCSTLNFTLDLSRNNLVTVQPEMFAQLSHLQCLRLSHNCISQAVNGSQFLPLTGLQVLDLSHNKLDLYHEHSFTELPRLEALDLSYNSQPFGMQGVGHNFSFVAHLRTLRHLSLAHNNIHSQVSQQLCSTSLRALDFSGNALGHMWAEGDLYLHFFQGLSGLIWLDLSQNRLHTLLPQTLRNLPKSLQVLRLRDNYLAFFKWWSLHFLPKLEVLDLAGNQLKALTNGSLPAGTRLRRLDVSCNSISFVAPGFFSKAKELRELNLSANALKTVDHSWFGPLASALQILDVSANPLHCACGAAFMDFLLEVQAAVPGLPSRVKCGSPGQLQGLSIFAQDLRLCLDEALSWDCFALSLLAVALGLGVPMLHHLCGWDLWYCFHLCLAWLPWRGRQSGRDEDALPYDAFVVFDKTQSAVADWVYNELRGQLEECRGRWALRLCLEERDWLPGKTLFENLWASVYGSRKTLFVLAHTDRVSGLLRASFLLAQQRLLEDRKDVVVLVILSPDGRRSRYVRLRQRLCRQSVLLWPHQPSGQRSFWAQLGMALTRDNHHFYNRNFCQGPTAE
COUP-TFII inh = blocks human COUP-TFII nuclear receptor | P24468 | HEK293T NGFI-A luciferase reporter, luminescence | inhibition, % at 8.6 µM | 370,000 tested, 0.7% active | AID 686940;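 active = inhibition above a per-plate cutoff, mean inhibition of test wells between control levels plus 3 SD, cut at about 38% in these data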;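 note: cells cotransfected with COUP-TFII expression vector driving the NGFI-A reporter; 0% = median of COUP-TF2 test wells and 100% = reporter-only cells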
SRC3 inh = inhibitors of human steroid receptor coactivator 3 (SRC3); 360,000 tested, 0.17% active; inhibition, % at 3.6 µM; HEK293 GAL4-SRC3 luciferase reporter, luminescence;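 active = inhibition above a per-campaign cutoff, the mean of all compounds plus 3 SD, cut at about 60% in these data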;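 note: 0% = DMSO-treated cells and 100% = gossypol-treated cells at 36 µM; higher means less SRC3-driven luciferase light from the GAL4 reporter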
NOD2 RIPK2 PPI = inhibitors of human NOD2-RIPK2 interaction; 360,000 tested, 0.38% active; O43353; CHO BLA complementation NOD2-RIPK2, CCF4 ratio; inhibition, % at 4.98 µM; AID 624267; in the data active = inhibition above about 21%;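 note: 0% = vehicle only and 100% = reference blocker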
TRAIL sens C8 = caspase-8 TRAIL sensitization; NB7+C8 cells + TRAIL, ATPlite viability luminescence; inhibition (viability loss, TRAIL sensitization), % at 10 µM; 360,000 tested, 1% active; AID 624354;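 active = compounds causing at least 50% loss of cell viability in the single-dose screen, relative to plate controls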
TROY signal inh = blocks TROY-dependent signaling in reporter cells; Q293 LMP1-TROYcd NF-kB luciferase reporter, 4 h; inhibition, % at 10 µM; 360,000 tested, 0.98% active; AID 1347056;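 active = compounds whose plate-normalised and pattern-corrected inhibition of the luciferase reporter signal at the single screening dose is 50% or more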
NCOA2 inhibitor = inhibits human steroid receptor coactivator 2. Q15596. HEK293 GAL4-SRC2 luciferase reporter, luminescence. inhibition, % at 9 µM. 370,000 tested, 0.17% active;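 active = inhibition above the mean inhibition of all tested compounds plus 3 SD, set per campaign, cut at about 52% in these data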;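 note: 0% = DMSO treated cells and 100% = cells given Gossypol at 36 µM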
LMP1 NFkB inh = Epstein-Barr LMP1 NF-kappaB reporter inhibition | LMP1-induced NF-kappaB luciferase reporter cells, luminescence | inhibition, % at 12.5 µM | 350,000 tested, 0.69% active | AID 504558; in the data active = inhibition above about 41%;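 note: 0% = neutral control wells and 100% = reference inhibitor control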
An asterisk follows results filed as active; nt = no result given.

SMILES	TWEAK Fn14 block	LRH-1 inv ag	SRC1 inh	TLR9-MyD88 inh	COUP-TFII inh	SRC3 inh	NOD2 RIPK2 PPI	TRAIL sens C8	TROY signal inh	NCOA2 inhibitor	LMP1 NFkB inh
COc1cc(OC)cc(C(=O)Nc2ccc(-c3nc4ccccc4o3)cc2)c1	44	-48	-5	3	-14	13	-15	-2	-21	-20	-9
CC(C)Nc1nc(NC(C)C)nc(Oc2ccc(OCc3ccccc3)nn2)n1	1	22	-18	1	-10	8	-3	-6	-3	-43	3
Cc1ccc(CN=Cc2[nH]c3ccc(Br)c(Cl)c3c2O)cc1	22	24	-20	1	-2	-30	11	-21	34	-11	-3
CCN1CCN(Cc2c3ccccc3cc3ccccc23)CC1	-13	-3	-21	1	4	-18	4	-5	8	16	17
CSCCC(NC(=O)c1ccccc1)C(=O)NNC(=O)c1ccccc1 (stereo unspecified)	21	0	-14	-7	11	17	-5	8	10	12	-1
O=C(NCc1ccco1)C(c1ccccc1)N(CC1CCCO1)C(=O)Cn1nnc2ccccc21 (stereo unspecified)	9	-7	-7	-2	6	1	-23	-19	-15	5	1
O=C(Nc1cccnc1)c1sc2cccc(F)c2c1Cl	47	-76	-3	-12	-10	2	-3	6	-25	-15	6
Cc1ccc(S(=O)(=O)NC(C)(C)CN2CCCCC2)cc1	15	3	9	-8	-24	-6	-1	9	-8	0	-2
O=C(CN1C(=O)c2cccc3cccc1c23)Nc1ccc(S(=O)(=O)Nc2nccs2)cc1	nt	0	-20	-5	8	14	-3	nt	nt	8	-2
CCC(C)NC(=O)CSc1n[nH]c(=O)n1CCc1ccccc1 (stereo unspecified)	37	0	-17	0	-15	-13	-2	-2	2	-13	-1
CCC(C)(C)C(=O)Nc1cc([N+](=O)[O-])ccc1Cl	3	21	7	9	4	-4	9	-3	18	-6	5
Cn1c(=O)c2c(nc(NCc3ccc4c(c3)OCO4)n2Cc2ccccc2)n(C)c1=O	9	17	7	5	6	2	-9	31	31	-8	4
COCC(=O)Nc1cccc2ccccc12	6	19	4	1	23	4	-10	-2	7	-16	-4
CCOC(=O)C1=CN(Cc2cccc(F)c2)S(=O)(=O)NC1c1ccc(F)c(Cl)c1 (stereo unspecified)	19	-30	-10	-3	11	-3	5	7	5	-31	-4
O=C(COc1ccccc1F)Nc1ccc(S(=O)(=O)Nc2nccs2)cc1	0	-15	2	-4	-11	0	-6	1	0	-8	-8
CCCc1nc2ccccc2c(=O)n1NC(=O)c1c(O)c2cccc3c2n(c1=O)CCC3	4	-15	6	5	-2	11	-8	32	2	-19	0
CC(C)(C)OC(=O)C(C(=O)OC(C)(C)C)c1ccc(Cl)nn1	-3	-10	-20	1	2	3	4	-2	0	-14	0
C#CCOc1c(Cl)cc(/C=N/O)cc1OC	0	1	24	4	9	18	-2	-6	2	4	9
Fc1ccc(-n2nnc(-c3cccnc3Cl)n2)cc1	6	-111	-155	-3	-46	-76	-13	42	-54	-48	-17
CN1CCN(S(=O)(=O)c2ccc(NC(=O)c3ccc(Br)o3)cc2)CC1	-2	-2	-46	-6	3	10	-6	33	-6	-4	-5
COc1ccc(C2CC(=O)c3cc(OC)c(OC)cc32)cc1OC (stereo unspecified)	-17	-2	13	nt	16	1	-5	-13	8	26	15
O=C(NCc1ccco1)NC12CC3CC(CC(C3)C1)C2	1	7	-5	-5	-3	-4	-12	-1	-3	7	-5
COC(=O)c1ccc(CSc2ncn[nH]2)o1	-2	2	-23	-3	1	-1	8	-3	-6	-22	-7
CCOCCCNC(=O)c1cn(C)c2ccc(S(=O)(=O)N3CCCCC3)cc2c1=O	-1	1	0	1	-3	-9	-5	2	-23	-30	-1
COc1ccccc1N1C(=O)C2C(C(=O)c3ccccc3)=NN(c3ccccc3OC)C2C1=O (stereo unspecified)	8	3	-36	18	-9	5	18	12	4	1	-7
CCCc1ccc2oc(C(=O)N3CCC[C@H]3CO)c(C)c2c1	-33	-106	-75	-3	-39	-75	10	10	-18	-50	-48
O=C(COC(=O)c1ncc(Cl)c(Cl)c1Cl)NCc1cccs1	1	-2	-3	7	-19	6	-4	-4	1	-22	0
Cc1ccc2cccc(OCCCOc3ccccc3CO)c2n1	6	-4	-20	-13	-16	6	12	-5	-7	-7	3
Cc1cnc(C(=O)OCC(=O)NC(=O)c2ccccc2)cn1	5	10	9	6	7	-5	-5	20	9	-5	6
O=C(CN1CCN(S(=O)(=O)c2ccc(Cl)s2)CC1)N1CCCCC1	2	-6	7	-2	8	-27	-17	2	3	7	-3
CC(C)(C)c1nnc2sc(SCC(=O)c3ccc(Cl)cc3)nn2c1=O	-99	-7	10	11	nt	28	2	9	14	nt	-8
O=C(CSc1nnnn1C1CCCC1)Nc1ccccc1F	-15	-19	-11	-7	-15	-18	-8	3	-9	5	-2
O=C(COC(=O)c1ccc(Br)o1)Nc1ccc2[nH]c(=O)[nH]c2c1	-12	-8	-17	-16	-10	4	-14	-14	0	18	-2
CCc1cccc(NC(=O)CCc2nc3sc4c(c3c(=O)[nH]2)CCCC4)c1	-2	-11	6	15	-8	15	-2	-2	4	11	2
CCC1CCCCN1CCCNC(=O)c1ccc2nc(N3CCCCC3)sc2c1 (stereo unspecified)	-16	-83	-79	-11	-54	-60	0	8	-54	-46	-30
O=S(=O)(Cc1cc(-c2ccc(Cl)cc2)no1)c1ccccc1	-21	-156	-62	1	-45	-52	6	11	-53	-77	-29
O=C(CC1C(=O)NCCN1C(=S)Nc1ccccc1)Nc1ccc2c(c1)OCCO2 (stereo unspecified)	-12	48	-4	-7	10	15	-1	-25	17	-32	-3
O=C(c1ccc(F)cc1)C1CCN(C(=O)Nc2ccc(F)cc2F)CC1	10	9	-7	-1	13	3	-13	-20	7	7	11
Cc1ccc(NC(=O)NCC2CCN(Cc3cccc(Cl)c3)CC2)c(Cl)c1	3	1	-22	-5	-8	8	5	-1	5	2	3
COc1ccc(CNC(=S)Nc2cc(C)ccc2C)cc1	7	4	-8	13	19	5	-1	7	2	5	7
CCOc1ccc(N2C(=O)Nc3ccccc3C2(O)C(=O)NCc2ccc(F)cc2)cc1 (stereo unspecified)	-10	1	4	15	8	5	-6	1	-18	12	-7
COc1ccc(S(=O)(=O)NC(CC(=O)O)c2ccco2)cc1 (stereo unspecified)	17	2	-15	-5	-2	7	3	-16	2	-8	3
COc1ccc(OCC(=O)Nc2ccccc2C(=O)NC(C)C)cc1	-6	-4	9	2	0	-2	-14	-8	-7	-18	0
CCN1C(=O)C2(C(C#N)=C(N)Oc3n[nH]c(-c4ccccc4)c32)c2ccccc21 (stereo unspecified)	-13	6	8	0	10	-7	-1	-13	-11	8	-5
COc1cccc(CN2CCCN(S(=O)(=O)c3ccc(Br)cc3)CC2)c1	-24	-10	10	-5	nt	-5	-6	-4	0	nt	-16
COC(=O)c1c(NC(=O)Cc2cccs2)sc2c1CCCC2	-1	-5	-11	-10	4	3	-8	0	9	-1	-4
COC(=O)/C=C1\SC(=Nc2ccccc2)NC1=O	15	-6	7	1	17	15	-4	-1	-5	9	-5
CC12CCC(=O)N1C(C(=O)NNC(=O)c1cccc(Cl)c1)CS2 (stereo unspecified)	-10	-31	-5	2	-5	7	0	-31	-13	-13	4

Profiles, quoted from the list. Order of values: TWEAK Fn14 block | LRH-1 inv ag | SRC1 inh | TLR9-MyD88 inh | COUP-TFII inh | SRC3 inh | NOD2 RIPK2 PPI | TRAIL sens C8 | TROY signal inh | NCOA2 inhibitor | LMP1 NFkB inh
COC(=O)c1ccc(CSc2ncn[nH]2)o1 reads -2 | 2 | -23 | -3 | 1 | -1 | 8 | -3 | -6 | -22 | -7
COc1ccc(CNC(=S)Nc2cc(C)ccc2C)cc1 reads 7 | 4 | -8 | 13 | 19 | 5 | -1 | 7 | 2 | 5 | 7

Continued:
SMILES	TWEAK Fn14 block	LRH-1 inv ag	SRC1 inh	TLR9-MyD88 inh	COUP-TFII inh	SRC3 inh	NOD2 RIPK2 PPI	TRAIL sens C8	TROY signal inh	NCOA2 inhibitor	LMP1 NFkB inh
CC(C)OP(=O)(c1ccc(N(C)C)cc1)C(O)c1cccnc1 (stereo unspecified)	-15	-19	-12	-5	2	18	-6	-2	7	-4	-4
CCOC(=O)c1cncc(NC(=O)c2ccccc2)c1	1	-10	-12	-4	1	9	0	4	12	-40	2
OC(c1cccc(Cl)c1)c1nc(-c2csc3ccccc23)cs1 (stereo unspecified)	4	-1	-3	nt	-15	7	-3	9	-10	-26	nt
CC(NC(=O)C(=O)NN=C1CCCC1)c1ccccc1 (stereo unspecified)	-1	13	-24	-3	-5	-16	-3	1	13	-8	16
O=C(Nc1ccccc1)C1CCN(C(=O)c2ccc(Br)cc2)CC1	3	-15	-1	-15	1	-10	-1	0	4	14	-5
CCn1ccnc1CN(C)Cc1cn(-c2cc(C)ccc2C)nc1-c1ccccc1	2	15	-24	-4	5	11	0	3	2	9	-1
Cc1ccc(S(=O)(=O)NCC(=O)OCC(=O)N(CCC#N)c2ccccc2)cc1	19	-13	-5	-1	-3	12	-2	2	8	0	-5
Nc1nc(N(Cc2ccccc2)Cc2ccccc2)nc(C(F)(F)F)n1	-1	11	-2	1	-19	1	-9	4	-3	1	-7
CCOc1ccc(NC(=O)NCCN2CCN(c3ccccc3F)CC2)cc1	9	14	2	-10	1	8	14	-9	-2	-19	4
CC1(C)NC(=O)N(CC(=O)OCC(=O)c2ccc(Cl)s2)C1=O	9	3	-1	-7	1	10	-15	7	17	-6	5
CCCC(=O)N1CCN(c2ccc(NC(=O)C(C)(C)C)cc2)CC1	-15	-4	6	-8	10	5	-11	13	-10	-42	1
O=C(CSc1cccc[n+]1[O-])c1ccc(Cl)s1	-12	-1	-17	6	-24	10	-6	1	-8	-6	1
CCOc1ccc2ncc(S(=O)(=O)c3ccccc3)c(N3CCN(c4ccccc4)CC3)c2c1	-14	2	-18	5	14	19	-12	4	15	-27	1
Cc1cc(C)c(-c2cc(C(=O)Nc3c(C)n(C)n(-c4ccccc4)c3=O)[nH]n2)c(O)c1	1	7	-9	-13	10	2	0	-3	-1	8	9
CCCCNC(=O)CCSc1nc2nc(C)cc(C)n2n1	-12	14	1	5	nt	6	2	-3	-1	nt	-6
C/C(=N/NC(=O)c1ccc(C)s1)c1cccc(NC(=O)COc2ccc(Cl)cc2Cl)c1	nt	-40	-32	5	1	-15	-1	nt	nt	-27	-20
CCc1ccccc1N/C(=N\S(=O)(=O)c1ccccc1)C(F)(F)F	6	23	-24	-3	5	16	-19	-1	10	-3	-11
CN(C)S(=O)(=O)c1ccc(Cl)c(C(=O)NCC2CCCCC2)c1	2	-10	-6	-13	-8	-4	-2	-6	-15	-11	0
CCCS(=O)(=O)NC(=O)C1(C)CCN(C(=O)c2c(C)noc2C)C1 (stereo unspecified)	19	-15	-12	nt	-18	2	4	3	0	-10	nt
N#C/C(=C\c1cccc(Cl)c1)c1n[nH]c(Cn2cncn2)n1	15	-1	-3	-1	16	-14	-10	2	-14	-3	-13
COc1c(F)c(F)c(C(=O)Nc2c(C)cc(Br)cc2C)c(F)c1F	9	1	-7	5	3	0	-4	-9	16	-39	-1
COCCNC(=O)Cn1nc(-c2ccccc2C)ccc1=O	15	-2	12	11	9	-1	-1	10	16	8	1
CN1/C(=N\O)c2cccc3cccc1c23	-2	-4	-2	1	-2	8	-1	-12	13	-13	1
CCCCn1nnnc1C(c1cc2ccccc2o1)N1CCN(C(=O)OC(C)(C)C)CC1 (stereo unspecified)	11	11	nt	nt	-8	nt	1	6	1	-2	nt

A portion of the library. The share of hits here may be higher or lower than overall.
